From PubChem
Anesthetic bind: candidate novel general anesthetic via apoferritin binding; actives 0.074% (n = 350,000); P02791; Potency, µM (highest dose often 77.5 µM), for inactives: top-dose activity change, negative = displacement, most hits filed as inhibitors; AID 485281; apoferritin/1-aminoanthracene competitive binding, fluorescence; also: potency is read from the fitted curve at half-maximal effect; % is scaled to controls: 0 for no effect and ±100 for the full control effect; nearly all actives have a fitted effect of over 20% in size
Target sequence (P02791 2-175 limits assumed): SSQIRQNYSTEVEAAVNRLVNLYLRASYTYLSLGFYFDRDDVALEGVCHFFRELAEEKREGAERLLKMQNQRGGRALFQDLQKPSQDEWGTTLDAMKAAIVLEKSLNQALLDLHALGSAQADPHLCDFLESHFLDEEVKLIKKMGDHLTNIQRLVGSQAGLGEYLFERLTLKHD
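10 uM apoferritin + 50% sat. 1-AMA, PBS; cpd 10 min RT; Ex380/Em535 endpoint; normalized to free probe vs complex; 4-param Hill fit; propofol titration as pos. ctrl.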
POLH inh: blocks human DNA polymerase eta activity. recombinant Pol eta, fluorescent DNA replication assay. Potency, µM (top dose mostly 114 µM), without a hit: top-dose activity change, negative = inhibition, most hits filed as inhibitors. actives 1.2% (n = 390,000). AID 588591; also: potency is read from the fitted curve at half-maximal effect; % is scaled to controls: 0 for no effect and ±100 for the full control effect
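Pol eta (10 nM) was preincubated with compounds for 15 min at room temperature, after which fluorescent replication substrate (50 nM final) was added to start the reaction. Fluorescence was read kinetically at 0 and 10 min.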
POLI inh: blocks human DNA polymerase iota activity | AID 588590 | Pol iota fluorescent replication assay, 10 min | Q9UNA4 | actives 1% (n = 390,000) | Potency, µM (titrated, usually from 115 µM), for the others: at the top dose activity, negative = inhibition, hits mostly inhibitors; also: potency is read from the fitted curve at half-maximal effect
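Pol iota at 10 nM preincubated 15 min with compounds at room temperature; reaction started with fluorescent substrate, 50 nM final. Fluorescence read kinetically at 0 and 10 min; buffer-only wells as negative control.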
BLM helicase inh: inhibitors of human Bloom syndrome helicase BLM; P54132; recombinant BLM DNA unwinding, fluorescence dequenching; Potency, µM (series often up to 56.1 µM), for the others: top-dose activity change, negative = inhibition, actives largely listed as inhibitors; actives 0.2% (n = 350,000);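 also: potency is read from the fitted curve at half-maximal effect; plate controls were vehicle for no effect and no enzyme for full effect; nearly all actives have a fitted effect of over 35% in size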
Pol kappa inh: inhibitors of human DNA polymerase kappa; Potency, µM (highest dose often 107 µM), for inactives: at the highest dose activity, negative = inhibition, hits mostly inhibitors; actives 0.53% (n = 400,000); purified Pol kappa, fluorescent DNA synthesis assay, 10 min; Q9UBT6; also: potency is read from the fitted curve at half-maximal effect; % is scaled to controls: 0 for no effect and ±100 for the full control effect
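First, compounds were pin-transferred onto 10 nM Pol kappa. After 15 min at room temperature, substrate was added to 50 nM final. Fluorescence was then measured kinetically at 0 and 10 min.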
Tb PGK inh: blocks T. brucei phosphoglycerate kinase. PGK/GAPDH coupled, Kinase-Glo luminescence, 60 min. Potency, µM (series often up to 57.5 µM), inactives show at the top dose activity change, negative = inhibition, actives largely listed as inhibitors. actives 0.043% (n = 380,000); also: potency is read from the fitted curve at half-maximal effect; % is scaled to controls: 0 for no effect and ±100 for the full control effect; nearly all actives have a fitted effect of over 60% in size
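Luminescent ATP detection (Kinase-Glo Plus) follows a 60-minute room-temperature incubation, with wells lacking PGK as controls. Buffer: 100 mM TEA (pH 7.6), 5 mM MgCl2, 0.01% Tween-20. Coupling enzyme GAPDH (100 nM final) supplies unstable 1,3-BPG in-well.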
Pol beta inh: inhibitors of human DNA polymerase beta; Potency, µM (titrated, usually from 114 µM), for the others: at the highest dose activity change, negative = inhibition, actives largely listed as inhibitors; actives 1.3% (n = 340,000); AID 485314; P06746; Pol beta primer extension/strand displacement, fluorescence kinetic; also: potency is read from the fitted curve at half-maximal effect; % is scaled to controls: 0 for no effect and ±100 for the full control effect
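Human Pol beta at 10 nM; strand-displacement substrate 50 nM final. Compound exposure 15 min at room temperature before start, reaction 10 min at room temperature.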
RXFP1 antagonist: RXFP1 (human) relaxin receptor antagonism; Q9HBX9; HEK293-RXFP1, relaxin-stimulated cAMP HTRF, 30 min; hits give low values; activity change, negative = inhibition, % at 57.5 µM; actives 0.59% (n = 350,000); AID 1259400;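 active = activity change of -60% or lower, but not beyond a set lower limit; inconclusive = change between -60% and -40%, or beyond the set limit; inactive = change above -40%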; also: % is scaled to controls: 0 for no effect and ±100 for the full control effect
Target sequence (Q9HBX9 whole entry, looked up): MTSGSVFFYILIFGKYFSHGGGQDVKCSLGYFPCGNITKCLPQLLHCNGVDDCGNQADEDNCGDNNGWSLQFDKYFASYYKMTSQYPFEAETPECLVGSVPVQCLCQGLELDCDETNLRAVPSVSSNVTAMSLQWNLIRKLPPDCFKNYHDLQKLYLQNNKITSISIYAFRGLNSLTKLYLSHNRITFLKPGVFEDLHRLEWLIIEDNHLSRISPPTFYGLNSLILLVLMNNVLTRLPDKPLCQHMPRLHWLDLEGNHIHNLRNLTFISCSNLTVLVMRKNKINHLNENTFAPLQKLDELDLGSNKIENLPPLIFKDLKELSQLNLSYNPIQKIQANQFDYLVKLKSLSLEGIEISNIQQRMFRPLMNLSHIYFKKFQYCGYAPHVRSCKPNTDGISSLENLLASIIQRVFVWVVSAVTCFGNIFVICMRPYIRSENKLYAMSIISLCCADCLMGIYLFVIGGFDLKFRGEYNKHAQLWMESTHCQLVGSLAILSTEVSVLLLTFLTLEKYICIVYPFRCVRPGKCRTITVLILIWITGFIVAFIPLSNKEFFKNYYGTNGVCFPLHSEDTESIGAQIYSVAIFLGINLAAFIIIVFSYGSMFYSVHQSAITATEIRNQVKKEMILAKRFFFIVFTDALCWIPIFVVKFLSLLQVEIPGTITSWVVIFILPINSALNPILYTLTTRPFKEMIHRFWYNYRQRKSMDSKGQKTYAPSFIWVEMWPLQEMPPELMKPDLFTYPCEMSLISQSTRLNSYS
APE1 inh: blocks human APE1 abasic DNA cleavage; P27695; recombinant APE1, TAMRA/BHQ-2 abasic DNA cleavage fluorescence; Potency, µM (doses to about 65.8 µM), without a hit: top-dose activity change, negative = inhibition, most hits filed as inhibitors; actives 0.35% (n = 350,000);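 also: potency is read from the fitted curve at half-maximal effect; plate controls were vehicle for no effect and reference inhibitor for full effect; nearly all actives have a fitted effect of over 55% in size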
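Kinetic fluorescence read (525 ex/598 em nm, three reads 60 s apart) of AP-site incision; signal = third minus first read. Enzyme 0.75 nM, dual-labelled THF duplex 50 nM, compound preincubation 15 min RT.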
* hit, by the source's call; i = inactive; ? = inconclusive; . = no result given; & = joins results of further samples; [ ] = remark or other dose. Unless noted, calls follow the shape of the dose curve; as a rule, active = well fitted curve in the direction sought with a large enough effect; inconclusive = small, poorly fitted or top-dose-only effect, or another doubt; inactive = no such curve, though single readings can be large; an effect the other way counts as inactive or inconclusive. Some of the compounds tested, so the mix of outcomes need not match the whole.

Compound | Anesthetic bind | POLH inh | POLI inh | BLM helicase inh | Pol kappa inh | Tb PGK inh | Pol beta inh | RXFP1 antagonist | APE1 inh
CCCCCC(=O)Nc1cc(S(=O)(=O)N2CCOCC2)ccc1N1CCCC1 | -7% | -17% | 24% | -4% | -4% | -3% | -5% | -5 | 26%
Cc1nn(C)c(C(=O)Sc2ccccc2)c1[N+](=O)[O-] | -12% | -6% | 31%[activator] | -1% | -5% | 5% | -26% | -3 | -2%
N#Cc1ccc(CN2CCN(C(=O)c3cc(C4CC4)nn3-c3ccccc3)CC2)cc1 | . | -1% | -30% | . | 0% | -4% | . | 8 | 9%
O=C(Nc1ccc(S(=O)(=O)N2CCCC2)cc1)C1CC(=O)N(c2ccccc2)C1 (stereo not drawn) | -8% | -22% | 86%[activator] | -5% | -1% | 8% | 38% | -12 | -9%
COc1cc(NC(=O)CN2CCN(c3ccccc3O)CC2)c(C)cc1[N+](=O)[O-] | 1% | -23% | 17% | 4% | 1% | -3% | 9% | -9 | 2%
Cc1c(/C=N/NC(=O)c2sc3ccccc3c2Cl)cnn1C | -17% | 5% | 6% | 4% | -4% | 3% | 3% | -1 | -2%
COC(=O)C(C)(N)Cc1ccc(O)cc1 (stereo not drawn) | . | 4% | -12% | . | 1%[60.1 µM] | -4% | 0%[57.1 µM] | . | 9%&2%
Cc1cc(C)cc(NC(=O)c2sc3nc(-c4ccccc4)cn3c2C)c1 | -2% | -22% | 0% | -10% | -13%[60.1 µM] | -3% | 1% | 2 | .
CCOC(=O)c1[nH]nc(-c2cc(CC)c(O)cc2O)c1-c1cscn1 | -17% | -9% | -4% | -6% | 1% | i | -1% | -24 | -3%
COc1ccc(OCCNC(=O)Nc2cc(F)c(F)cc2Cl)cc1 | -7% | -14% | 35%[activator] | 1% | -9% | -4% | 1% | 4 | -7%

The last 3 entries of the section above are carried over, then new ones follow:
Compound | Anesthetic bind | POLH inh | POLI inh | BLM helicase inh | Pol kappa inh | Tb PGK inh | Pol beta inh | RXFP1 antagonist | APE1 inh
Cc1cc(C)cc(NC(=O)c2sc3nc(-c4ccccc4)cn3c2C)c1 | -2% | -22% | 0% | -10% | -13%[60.1 µM] | -3% | 1% | 2 | .
CCOC(=O)c1[nH]nc(-c2cc(CC)c(O)cc2O)c1-c1cscn1 | -17% | -9% | -4% | -6% | 1% | i | -1% | -24 | -3%
COc1ccc(OCCNC(=O)Nc2cc(F)c(F)cc2Cl)cc1 | -7% | -14% | 35%[activator] | 1% | -9% | -4% | 1% | 4 | -7%
Fc1ccc(NC(=S)NCc2cccs2)cc1 | -8% | -6% | 23% | 3% | -20% | -6% | 6% | 2 | 14%
COc1ccc2[nH]c(=O)c(-c3nnn(-c4ccccc4)n3)cc2c1 | -1% | -12% | 18% | 3% | 15% | -4% | 2% | . | -1%
COCc1cc(C)nc2sc(C(=O)OC)c(N)c12 | 30%[activator] | 0% | -6% | 2% | -4% | 11% | ? | 8 | 1%
CCCCNC(=O)c1cc2cc(CC)ccc2[nH]1 | 2% | -4% | 21% | 1% | -18% | 9% | -1% | . | -5%
COc1cccc(COC(=O)c2ccc(-c3nnn(Cc4ccccc4)n3)cc2)c1 | 52%[activator] | . | -26% | -1% | -11% | . | 26% | 7 | .
CCOC(=O)N1C(=O)c2cc(OC)ccc2S1(=O)=O | -2% | -3% | 2% | -4% | 0% | -1% | 0% | -10 | 3%
Cc1cccc(NC(=O)c2cnccn2)c1 | -2% | 4% | 116%[activator] | 4% | -1% | 4% | 22% | 4 | 2%
O=C(C1CCCN(S(=O)(=O)c2cccc3nsnc23)C1)N1CCN(c2ccccn2)CC1 (stereo not drawn) | -9% | -11% | 19% | 2% | -18% | -11% | -2% | 3 | -5%
C=CCN1C(=O)C2(NC(=O)c3ccccc3N2)c2ccccc21 (stereo not drawn) | 41%[activator] | -16% | 49%[activator] | -2% | 2% | 6% | -1% | -13 | 2%
CCc1ccc(C2CC(c3ccccc3)Nc3nc(N)nn32)cc1 (stereo not drawn) | -2% | ? | 18% | 8% | -13% | 4% | -3% | -8 | -2%

One compound at a time (already shown). Values in the order: Anesthetic bind, POLH inh, POLI inh, BLM helicase inh, Pol kappa inh, Tb PGK inh, Pol beta inh, RXFP1 antagonist, APE1 inh
COCc1cc(C)nc2sc(C(=O)OC)c(N)c12 is listed with 30%[activator], 0%, -6%, 2%, -4%, 11%, ?, 8, 1%
COc1ccc2[nH]c(=O)c(-c3nnn(-c4ccccc4)n3)cc2c1 is listed with -1%, -12%, 18%, 3%, 15%, -4%, 2%, ., -1%
CCc1ccc(C2CC(c3ccccc3)Nc3nc(N)nn32)cc1 (stereo not drawn) is listed with -2%, ?, 18%, 8%, -13%, 4%, -3%, -8, -2%

Going on with the list.
Compound | Anesthetic bind | POLH inh | POLI inh | BLM helicase inh | Pol kappa inh | Tb PGK inh | Pol beta inh | RXFP1 antagonist | APE1 inh
CN1CCN(/N=C/c2nc(-c3ccccc3)n3ccccc23)CC1 | 2% | -10% | 26% | -8% | -13% | 3% | 10% | -4 | 4%
COc1ccc(Cl)cc1C(=O)Nc1nc2ccccc2[nH]1 | -6% | -14% | 79µM* | -5% | -30% | -15% | 45µM* | 24 | -14%
Nc1ncnc2nc(N3CCN(C(=O)c4ccccc4)CC3)[nH]c12 | -7% | -6% | 6% | -2% | 0% | i | 34% | -9 | 12%
CCc1ccc(Sc2cc(C(=O)NCc3cccc(OC)c3)c3ccccc3n2)cc1 | -16% | -9% | 9% | -6% | -2%[60.1 µM] | 4% | 0% | . | .
COc1ccc(/C=C(\C#N)C(=O)C(C)(C)n2cncn2)cc1 | 1% | -9% | ? | -12% | 5% | i | 10% | -5 | 0%
C(=N\Nc1nc(N2CCOCC2)nc(N2CCOCC2)n1)/c1cccnc1 | 7% | -2% | ? | 0% | 0% | -4% | 21% | -11 | 9%
O=C(Nc1ccccc1Cc1ccccc1)c1ccccc1F | -9% | -10% | 48%[activator] | -4% | -3% | 2% | 19% | -5 | -18%
NNc1nc2c(Cl)cccc2s1 | -6% | -2% | ? | -10% | ? | -21% | -24% | -80* | ?
O=c1[nH]c(C2CCN(S(=O)(=O)Cc3ccccc3)CC2)nc2c1nnn2Cc1ccccc1 | 4% | 10% | 40%[activator] | 2% | -9% | -3% | 11% | 14 | 2%
COc1ccc(NC(=O)c2cccc(N3C(=O)C4C5C=CC(C6CC56)C4C3=O)c2)cc1 (stereo not drawn) | -22% | -4% | 27% | -9% | -17% | 3% | 5% | 2 | 3%
O=C(c1cccc(OC2CCN(Cc3cc(F)cc(F)c3)CC2)c1)N1CCCC1 | -3% | -4% | 1% | 1% | -9% | 1% | -1% | 2 | 30%
O=c1[nH]c2ccccc2n1CCCSCCCn1c(=O)[nH]c2ccccc21 | ? | -11% | 17% | 3% | 0% | 7% | 4% | -1 | 2%
CC(=O)c1cccc(NC(=O)c2ccc(Cl)c(S(=O)(=O)N3CCOCC3)c2)c1 | -10% | -16% | 27% | 0% | 7% | -4% | 4% | -14 | .
Cc1cc(F)ccc1S(=O)(=O)Nc1ccccc1C(=O)Nc1ccccc1N1CCOCC1 | -16% | 0% | 2% | -5% | -19% | -2% | 26% | 4 | 9%
Cc1ccc(CNC(=O)Cn2c3ncccc3c(=O)n2-c2ccccc2)cc1 | 25% | -13% | 13% | -2% | -10% | 6% | 0% | . | .
CC(=O)c1ccc(NC(=O)Nc2sc(NS(=O)(=O)c3ccccc3)nc2C)cc1 | -1% | -21% | 33%[activator] | -1% | -4% | i | 10% | -14 | -4%
Cc1nc2nc(C)c(CCC(=O)NC3CCCCC3)c(C)n2n1 | -4% | -8% | 10% | -4% | 6% | 0% | -19% | 1 | 0%
COCCn1nnnc1C1(N(Cc2cc3cc(C)ccc3[nH]c2=O)CC2CCCO2)CCN(C)CC1 (stereo not drawn) | -4% | 3% | 13% | -6% | 3% | 11% | 4% | -10 | 4%
Cc1cc(C)n(CCO)c(=O)n1 | -3% | -2% | ? | -1% | -16% | -5% | 16% | 7 | -2%
CCc1nc(N)nc(N)c1-c1ccc(Cl)cc1 | 3% | -7% | -10% | -3% | -20% | 2% | -1% | -7 | 10%
COc1ccc(C(=O)CSc2nnc(-c3cc(C)on3)o2)cc1 | -1% | -10% | -25% | -10% | -29% | . | 11µM* | -7 | 1%
O=C(CCC(=O)N1CCOc2ccccc21)Nc1cc(F)ccc1F | ? | -18% | -16% | -1% | 2% | -6% | 0% | -23 | -6%
O=C(Cn1[nH]c(=O)c2ccccc2c1=O)NNC(=O)c1ccccc1 | -5% | -14% | 9% | -1% | 12% | i | 38% | -3 | 8%
CNC(=O)c1[nH]nc2c1CCc1ccccc1-2 | 3% | -10% | 128%[activator] | 0% | 1% | -2% | 1% | -15 | 30%
CCN(CC)C(=O)c1cn(CCC#N)nc1-c1ccc2ccccc2c1 | -10% | -18% | 151%[activator] | -1% | -7% | 0% | 0% | -13 | -14%
Cc1ccc(C)c(NC(=O)N2CCc3cc(S(=O)(=O)N4CCC(C)CC4)ccc32)c1 | -5% | . | 28% | -3% | -6% | . | -10% | 1 | .
Cn1cc([C@@H]2C[C@H]3CN(C4CCCC4)C(=O)[C@]34CCCN24)c(-c2ccccc2)n1 | 1% | -2% | 16% | -7% | 6% | -1% | 10% | -26 | 3%
